# Screening data from PubChem.
# USP30 block: inhibitors of human USP30 deubiquitinase; AID 1645860, 2021; inhibition, % at 25 µM; 5.3% of 47,000 active; purified USP30, Ub-rhodamine cleavage fluorescence
# USP8 inh: inhibitors of human USP8 deubiquitinase | 4.2% of 47,000 active | purified USP8, Ub-rhodamine cleavage fluorescence, 30 min | Ubiquitin carboxyl-terminal hydrolase 8 (Homo sapiens), P40818 | inhibition, % at 20 µM
# USP17 block: inhibitors of human USP17 deubiquitinase | 6.5% of 47,000 active | AID 1645855, 2021 | purified USP17, Ub-rhodamine cleavage fluorescence, 3 h | inhibition, % at 50 µM | Ubiquitin carboxyl-terminal hydrolase 17-like protein 5 (Homo sapiens), A8MUK1
# OTUD3 block: inhibitors of human OTUD3 deubiquitinase | inhibition, % at 25 µM | 0.7% of 47,000 active | OTU domain-containing protein 3 (Homo sapiens), Q5T2D3 | purified OTUD3, Ub-rhodamine fluorescence, 2 h
# UCHL1 block: inhibitors of human UCHL1 deubiquitinase; AID 1645859, 2021; Ubiquitin carboxyl-terminal hydrolase isozyme L1 (Homo sapiens), P09936; purified UCHL1, Ub-rhodamine cleavage fluorescence; inhibition, % at 20 µM; 0.2% of 47,000 active
# USP28 inh: inhibitors of human USP28 deubiquitinase; purified USP28, Ub-rhodamine cleavage fluorescence, 30 min; inhibition, % at 25 µM; 3% of 47,000 active
# USP10 inh: inhibitors of human USP10 deubiquitinase; Ubiquitin carboxyl-terminal hydrolase 10 (Homo sapiens), Q14694; inhibition, % at 20 µM; 1.1% of 47,000 active; AID 1645856, 2021; purified USP10, Ub-rhodamine fluorescence, 60 min
# USP7 block: inhibitors of human USP7 deubiquitinase. Ubiquitin carboxyl-terminal hydrolase 7 (Homo sapiens), Q93009. purified USP7, Ub-rhodamine cleavage fluorescence. inhibition, % at 20 µM. 0.3% of 47,000 active. AID 1645854, 2021
# Target sequence (Q93009 whole entry, looked up): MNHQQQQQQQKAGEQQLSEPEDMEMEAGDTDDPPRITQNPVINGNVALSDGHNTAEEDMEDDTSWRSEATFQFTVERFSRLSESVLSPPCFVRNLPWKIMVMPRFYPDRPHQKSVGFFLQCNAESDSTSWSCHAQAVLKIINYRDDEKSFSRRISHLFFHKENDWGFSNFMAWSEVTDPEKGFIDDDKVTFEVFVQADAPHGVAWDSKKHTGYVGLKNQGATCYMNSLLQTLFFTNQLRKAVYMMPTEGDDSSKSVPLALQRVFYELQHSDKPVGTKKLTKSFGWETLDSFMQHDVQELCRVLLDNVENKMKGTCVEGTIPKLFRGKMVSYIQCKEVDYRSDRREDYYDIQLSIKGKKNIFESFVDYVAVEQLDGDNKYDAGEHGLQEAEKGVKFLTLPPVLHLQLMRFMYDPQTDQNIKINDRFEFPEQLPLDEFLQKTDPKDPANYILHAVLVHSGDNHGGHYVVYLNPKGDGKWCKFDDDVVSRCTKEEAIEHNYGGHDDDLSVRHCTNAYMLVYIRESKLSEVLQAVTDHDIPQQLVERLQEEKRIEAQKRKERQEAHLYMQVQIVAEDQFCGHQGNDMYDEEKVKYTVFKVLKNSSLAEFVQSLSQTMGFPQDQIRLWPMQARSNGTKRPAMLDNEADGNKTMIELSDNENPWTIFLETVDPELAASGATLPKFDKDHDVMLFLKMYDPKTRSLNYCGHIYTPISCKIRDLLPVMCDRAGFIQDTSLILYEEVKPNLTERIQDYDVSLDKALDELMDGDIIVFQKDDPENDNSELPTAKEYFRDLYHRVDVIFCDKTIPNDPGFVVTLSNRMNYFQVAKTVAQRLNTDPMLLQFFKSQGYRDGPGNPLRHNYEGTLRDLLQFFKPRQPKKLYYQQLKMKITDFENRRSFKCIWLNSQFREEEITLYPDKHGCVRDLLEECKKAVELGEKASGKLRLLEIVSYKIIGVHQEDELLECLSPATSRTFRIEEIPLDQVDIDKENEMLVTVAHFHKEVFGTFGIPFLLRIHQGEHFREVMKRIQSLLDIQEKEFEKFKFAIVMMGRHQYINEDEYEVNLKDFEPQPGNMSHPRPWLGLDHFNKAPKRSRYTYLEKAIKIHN
# * marks the source's active call; other numbers are inactive results; i = inactive; nt = no result given. Cut-off read from the data, not from the text of the source: active = inhibition above about 30%; inactive = the rest.
SMILES,USP30 block,USP8 inh,USP17 block,OTUD3 block,UCHL1 block,USP28 inh,USP10 inh,USP7 block
O=C(c1cccc(=O)[nH]1)N1CCC[C@@]2(C[C@@H](Oc3ccccc3)CO2)C1,-3,-13,-17,-6,-4,-4,0,-1
Nc1nc(N2CCOCC2)ncc1C(=O)NCc1ccccc1,-22,-5,-2,-4,-4,-5,0,0
COc1ccc(Cn2c(=O)sc3ccccc3c2=O)cc1,25,20,10,12,3,44*,6,-19
O=C(CSc1nccn1C1CCCCC1)Nc1ccc2c(c1)OCO2,8,0,-9,-4,0,8,2,-10
Cc1ccc(C(C)NC(=O)Cn2ncc3c(N4CCCC4)ncnc32)cc1 (stereo not drawn),-121,-6,-27,-24,-3,-28,-9,-5
O=C(/C=C/c1ccc(OCc2ccc(Cl)cc2Cl)cc1)N1CCN(Cc2ccccc2)CC1,16,1,0,5,5,14,6,4
CCC(CC)NC(=O)c1cc2c(C)nn(Cc3ccccc3Cl)c2s1,15,14,5,-38,9,13,9,8
Cc1ccc(NC(=O)c2cc(-c3cccnc3)n(-c3ccccc3)n2)nc1,51*,17,32*,4,1,16,2,5
O=C(CS(=O)c1cccc(Cl)c1)Nc1ccccc1Cl (stereo not drawn),3,7,nt,-1,2,0,1,-8
COc1ccc(-c2cnn(C(C)(C)C)c2)cc1,2,-4,3,1,1,0,0,1
CC1CC1c1nnc(C2(c3ccc4c(c3)OCO4)CCOCC2)o1 (stereo not drawn),-1,1,0,-6,1,-4,2,2
O=C(NCc1ccccn1)c1nc(-c2ccc(F)cc2)no1,-8,0,-2,-4,1,-2,1,8
O=C(CN1C(=O)c2ccccc2OC(c2ccccc2)C1=O)c1ccc([N+](=O)[O-])cc1 (stereo not drawn),24,6,8,9,4,8,7,-2
O=C(NCC12CC3CC(CC(C3)C1)C2)c1ccccc1F,-44,-23,-7,-10,-5,-12,-4,-13
CCc1nc(-c2ccc3c(c2)CCN3C(=O)c2ccccn2)no1,-7,-1,-8,0,-2,-2,-1,-7
O=C(NCc1nnc(SC/C=C/c2ccccc2)o1)c1ccccc1F,16,0,11,13,2,18,7,-25
COc1cc(O)c2c(c1)C(=O)c1cc3c(c(O)c1C2=O)[C@@H](O[C@@H]1O[C@@H](C)[C@H](O)[C@H](O)[C@H]1OC)[C@H](OC)[C@](C)(O)C3=O,i,-329,-167,-176,-156,-223,-11,-153
CN1CC(=O)N(c2ccccc2)CC12CCN(S(=O)(=O)C1CC1)C2 (stereo not drawn),5,-31,-1,8,2,7,0,5
O=C(CCc1nnc2ccc(N3CCCCC3)nn12)N1CCN(c2ccccn2)CC1,-14,-1,-14,-15,-1,-7,-3,-2
O=C(c1ccc(Cl)cc1)[C@H]1[C@]2(C(=O)Nc3ccccc32)[C@@H]2CCCN2[C@@]12C(=O)Nc1ccccc12,5,10,11,-4,11,7,7,-32
Cc1cnc(C(=O)N2CCc3nc(C(=O)Nc4ccncc4)sc3CC2)cn1,6,-1,5,1,1,0,1,4
Cc1c(C(=O)COc2nc(-c3cccs3)cc(C(F)(F)F)c2C#N)sc2ccc(Cl)cc12,-42,14,4,1,-1,-7,-7,2
N#Cc1ccccc1NC(=O)c1ccccc1CCc1ccccc1,14,10,21,6,1,6,2,-2
O=C(CSc1ncn[nH]1)NCc1ccc2c(c1)OCO2,19,19,12,11,0,0,-2,5
Cc1ncoc1C(=O)N1CCCCC1c1ncc(Cc2ccc(F)cc2)o1 (stereo not drawn),13,-12,1,7,-1,8,-2,-7

# Three compounds out of the list above, ordered by the number in UCHL1 block, smallest number first:
SMILES,USP30 block,USP8 inh,USP17 block,OTUD3 block,UCHL1 block,USP28 inh,USP10 inh,USP7 block
O=C(c1cccc(=O)[nH]1)N1CCC[C@@]2(C[C@@H](Oc3ccccc3)CO2)C1,-3,-13,-17,-6,-4,-4,0,-1
CCc1nc(-c2ccc3c(c2)CCN3C(=O)c2ccccn2)no1,-7,-1,-8,0,-2,-2,-1,-7
O=C(CS(=O)c1cccc(Cl)c1)Nc1ccccc1Cl (stereo not drawn),3,7,nt,-1,2,0,1,-8

# Next results follow.
SMILES,USP30 block,USP8 inh,USP17 block,OTUD3 block,UCHL1 block,USP28 inh,USP10 inh,USP7 block
Cc1cc(-c2cnc(N3CCCC3)nc2C2CCN(Cc3cccnc3)CC2)on1,nt,-1,4,0,3,nt,-1,-2
Cn1nc(-c2ccccc2)cc1C(=O)NC1CNC(=O)C1 (stereo not drawn),0,-13,-12,-2,-1,-9,1,3
O=C(CCc1nnc2ccc(N3CCCC3)nn12)NCC1CCCO1 (stereo not drawn),11,12,5,8,1,4,0,0
CC(C)CCOCC(=O)Nc1cccc(C(=O)O)c1,5,12,7,4,0,-1,0,1
O=C(c1ccncn1)N1CC[C@@H]2Oc3ccccc3S(=O)(=O)N(CC3CC3)[C@H]2CC1,16,14,10,13,0,16,-2,-7
Cn1nccc1NC(=O)NC(=O)c1c(Cl)cccc1Cl,12,-10,nt,0,-1,-4,-2,2
Cn1ccnc1CN1CCC2(CC1)CN(c1ncccn1)c1ccccc12,nt,0,-16,20,1,nt,-2,-1
CCCc1nnc(NC(=O)c2cccnc2OCC)s1,21,18,15,12,2,-66,0,1
COc1ccc(-c2ocnc2C(=O)Nc2cccc(C)c2C)cc1,-1,3,5,-2,-3,-2,3,4
COCCNC(=O)c1ccnn1-c1ccc2ccc(-c3cccnc3)cn12,i,-278,-134,-184,-96,-258,-7,-100
CCCOC(=O)c1cc(NC(=O)c2cccs2)ccc1N1CCOCC1,21,9,19,6,5,16,4,3
COc1ccc2c(c1)CC(NS(=O)(=O)c1ccccc1)CO2 (stereo not drawn),-17,0,-11,-1,-2,-3,4,-2
COc1ccc(-c2cccc(C3CN(Cc4cnc(C)s4)CCO3)n2)cc1 (stereo not drawn),-1,-1,-6,0,-2,1,0,-3
COCCNc1ccc(-c2nc(-c3ccccc3)no2)nn1,2,2,26,5,2,3,2,5
O=C(Cc1ccccc1F)N1CCC[C@@H](Cn2nnc(-c3ccccn3)n2)C1,-18,-3,-2,0,-1,-2,-2,2
Cc1ccc2c(CN(C)Cc3ccccc3)cc(=O)oc2c1,17,11,6,8,3,5,2,0
O=C(NCC(c1ccc[nH]1)C(F)(F)F)Nc1ccccc1 (stereo not drawn),3,9,0,-3,2,0,1,2
O=C(c1nc(-c2cn(CC3CCCO3)cn2)n2ccccc12)N1CCCC1 (stereo not drawn),i,-151,-120,-122,-47,-134,-7,-50
CC1CCCCN1CCNC(=O)C1CCCN(c2cnc3nccnc3c2)C1 (stereo not drawn),i,-106,-129,-131,-46,-148,-6,-50
COc1ccccc1-c1noc(Cn2c(=O)[nH]c3cc4c(cc3c2=O)OCO4)n1,-24,11,27,-1,2,-2,-1,-4
CC(C)C(=O)Nc1ccc(-n2cnc(C(=O)N3CCCCCC3)c2)nc1,-2,-1,-3,-4,-2,-11,4,1
CCCCCC(=O)N1c2ccccc2NC2=C(C(=O)CC(c3ccc(OC)c(OC)c3)C2)C1c1cccnc1 (stereo not drawn),28,5,16,11,6,13,-3,8
Cc1cccc(-n2nc3c(c2NC(=O)c2ccc(F)c(F)c2)CS(=O)(=O)C3)c1,-8,-1,nt,-14,0,-18,4,-11
CN1CCN(C(=O)c2ccc3nnc(C4CCN(C(=O)N(C)C)C4)n3c2)CC1 (stereo not drawn),10,-88,-11,12,-1,-5,0,0
COc1ccc(CCNC(=O)c2cc(S(=O)(=O)N3CCOCC3)ccc2F)cc1OC,0,-3,-10,-4,-3,-15,-4,-1

# (continued)
SMILES,USP30 block,USP8 inh,USP17 block,OTUD3 block,UCHL1 block,USP28 inh,USP10 inh,USP7 block
Cc1cccc(C(=O)Nc2onc3c2CCCC3)c1,3,-2,1,-1,-3,26,0,0
Cc1ccc(C(CC(=O)NCc2ccc3c(c2)OCO3)n2cccc2)cc1 (stereo not drawn),-11,-42,-3,2,2,4,5,-11
O=C(CN1CCc2[nH]c3c(F)c(Cl)ccc3c(=O)c2C1)NCc1ccc2c(c1)OCO2,32*,0,46*,-2,-10,7,-3,-8
Cn1c(=O)[nH]c(=O)c2c1nc1n(CCc3ccccc3)c(-c3ccccc3)cn21,50*,-23,54*,0,-1,5,4,-10
COc1ccc(OC)c(CNC(=O)c2ccc(-c3ncccc3NC(C)=O)cc2)c1,-21,-33,22,14,1,23,0,2
CCOCC(=O)N1CCC2(C/C=C/Cc3ccccc3OCC(=O)NCCNC2=O)CC1,20,11,8,10,3,4,6,12
O=S(=O)(NCCc1csc(-c2ccc(F)cc2)n1)c1ccc(F)cc1,12,14,17,7,5,14,7,-1
COc1cc(N2CC[C@@H]3[C@@H]2CCN3C(=O)[C@H]2CCCO2)ncn1,-1,-107,-5,2,-1,0,-2,-2
CC(C)[C@@H]1C[C@@H]2C[C@@H](NS(C)(=O)=O)C[C@]2(c2ccccc2)CO1,1,13,-1,0,-1,1,0,2
O=C(Nc1ccccc1N1CCOCC1)c1cc2ccccc2o1,17,1,25,10,5,7,2,7
O=C(COc1ccc(Cl)cc1)Nc1ccccc1C(=O)Nc1ccccc1,0,-40,-29,-10,1,-16,22,9
Cn1c(CNc2ccc(F)cc2)nnc1SCC(=O)Nc1cccc2ccccc12,21,12,1,1,4,29,1,-45
Cc1ccccc1-n1nnc(C(=O)NCC2CCCO2)c1N (stereo not drawn),4,11,7,4,-1,0,-1,1
CCC(CO)NC(=O)c1cc(-c2cnc(N3CCOCC3)nc2)cn1C (stereo not drawn),11,-3,0,5,0,6,0,6
O=C(NCC1CCCO1)c1cn(Cc2ccccc2)nc1-c1cccnc1 (stereo not drawn),-10,-11,0,1,-2,-9,0,1
Cc1nc2nc(N(Cc3ccccc3)C(=O)c3cccs3)[nH]n2c(=O)c1C,-22,-4,-2,-5,-1,-8,2,3
O=C(c1noc2ccc(S(=O)(=O)N3CCCCCC3)cc12)N1CCOCC1,1,-9,-3,5,-2,0,1,-2
Cc1c(OCc2ccccc2)noc1C1CCN(C(=O)NC2CCOCC2)CC1,-18,-6,0,2,-4,36*,-2,-11
CCc1cnc(N2CCC3(CCCN(C(=O)c4cnccn4)C3)C2)nc1 (stereo not drawn),-14,-67,-19,-1,-1,-18,0,-1
O=C1COc2ccccc2C/C=C/CC2(CCN(Cc3ncc[nH]3)CC2)C(=O)NCCN1,9,0,3,2,4,10,-6,2
O=C(COc1ccccc1)NCc1noc(C2CCCC2)n1,19,15,17,11,1,6,0,0
O=C(CCc1nc(-c2cc3ccccc3[nH]c2=O)no1)N1CCCC1,1,8,1,1,0,2,2,1
O=C(NCc1ccccc1)C1CCN(c2cncnc2N2CCOCC2)CC1,29,16,7,13,1,12,-1,6
O=C(Nc1ccccn1)C1CCC(Cn2cnc3ccccc3c2=O)CC1 (stereo not drawn),-11,-4,-3,-7,0,-3,0,0
O=S(=O)(c1cnc[nH]1)N1CCc2ccccc2C1,-3,-6,3,1,0,7,-3,0
COc1ccccc1-c1ccc([C@H]2C[C@@H](NC(C)=O)[C@@H]3CCCC[C@H]3O2)cc1,5,9,4,11,6,2,0,4
Cc1ccccc1-n1ncc2c(N3CCN(c4ccc(F)cc4)CC3)ncnc21,-7,-3,8,3,-2,-11,-2,0
O=C1N(c2ccc(F)cc2)C2CS(=O)(=O)CC2N1c1ccccc1Cl (stereo not drawn),7,3,12,5,0,2,1,-1
O=C(Cn1cnc2ccccc21)Nc1ccc2c(c1)CCC2,53*,15,32*,7,2,27,-1,5

# Eleven compounds out of the list, arranged by length of the SMILES, ascending:
SMILES,USP30 block,USP8 inh,USP17 block,OTUD3 block,UCHL1 block,USP28 inh,USP10 inh,USP7 block
O=S(=O)(c1cnc[nH]1)N1CCc2ccccc2C1,-3,-6,3,1,0,7,-3,0
O=C(Nc1ccccc1N1CCOCC1)c1cc2ccccc2o1,17,1,25,10,5,7,2,7
O=C(Nc1ccccn1)C1CCC(Cn2cnc3ccccc3c2=O)CC1 (stereo not drawn),-11,-4,-3,-7,0,-3,0,0
O=C(CCc1nc(-c2cc3ccccc3[nH]c2=O)no1)N1CCCC1,1,8,1,1,0,2,2,1
O=S(=O)(NCCc1csc(-c2ccc(F)cc2)n1)c1ccc(F)cc1,12,14,17,7,5,14,7,-1
O=C1N(c2ccc(F)cc2)C2CS(=O)(=O)CC2N1c1ccccc1Cl (stereo not drawn),7,3,12,5,0,2,1,-1
O=C(c1noc2ccc(S(=O)(=O)N3CCCCCC3)cc12)N1CCOCC1,1,-9,-3,5,-2,0,1,-2
COc1ccc(OC)c(CNC(=O)c2ccc(-c3ncccc3NC(C)=O)cc2)c1,-21,-33,22,14,1,23,0,2
O=C1COc2ccccc2C/C=C/CC2(CCN(Cc3ncc[nH]3)CC2)C(=O)NCCN1,9,0,3,2,4,10,-6,2
O=C(CN1CCc2[nH]c3c(F)c(Cl)ccc3c(=O)c2C1)NCc1ccc2c(c1)OCO2,32*,0,46*,-2,-10,7,-3,-8
COc1ccccc1-c1ccc([C@H]2C[C@@H](NC(C)=O)[C@@H]3CCCC[C@H]3O2)cc1,5,9,4,11,6,2,0,4
